PREPL inhibitor: PREPL enzyme inhibitors, primary screen, biochemical, fluorescence polarization; Prolyl endopeptidase-like (Homo sapiens), Q4J6C6; hit rate 0.68% among 320,000; inhibition, % at 5.96 µM; recombinant PREPL, fluorescence polarization activity-based probe; in the data active = inhibition above about 43%;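 also: 0% = enzyme with DMSO and 100% = wells lacking enzyme; many of its hits are not listed in these tables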
ZTA DNA inh: counter-screen for EBNA-1 inhibitors: inhibitors of Epstein-Barr virus ZTA. P03206. ZTA-DNA binding, fluorescence polarization. inhibition, % at 11 µM. hit rate 0.15% among 320,000. AID 2234; in the data active = inhibition above about 33%
Target sequence (P03206 whole entry, looked up): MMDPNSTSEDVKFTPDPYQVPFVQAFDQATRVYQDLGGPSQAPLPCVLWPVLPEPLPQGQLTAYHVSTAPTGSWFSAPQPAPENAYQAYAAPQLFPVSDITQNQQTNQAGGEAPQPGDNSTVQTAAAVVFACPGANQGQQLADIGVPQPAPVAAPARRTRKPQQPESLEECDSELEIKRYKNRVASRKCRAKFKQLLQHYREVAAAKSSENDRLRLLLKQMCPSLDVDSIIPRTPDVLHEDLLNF
LYPLA2 counter: LYPLA2 inhibitors, primary screen, counter-screen for PME1 inhibitor project, biochemical, fluorescence polarization, FP-Rh probe ABPP. Acyl-protein thioesterase 2 (Homo sapiens), O95372. recombinant LYPLA2. inhibition, % at 5.9 µM. hit rate 0.38% among 320,000. AID 2177, 2009;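 active = inhibition above the screen-wide mean plus 3 SD, limit set per campaign, cut at about 26% in these data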;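 also: 0% = LYPLA2 with DMSO and 100% = wells lacking LYPLA2 enzyme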
Target sequence (O95372 whole entry, looked up): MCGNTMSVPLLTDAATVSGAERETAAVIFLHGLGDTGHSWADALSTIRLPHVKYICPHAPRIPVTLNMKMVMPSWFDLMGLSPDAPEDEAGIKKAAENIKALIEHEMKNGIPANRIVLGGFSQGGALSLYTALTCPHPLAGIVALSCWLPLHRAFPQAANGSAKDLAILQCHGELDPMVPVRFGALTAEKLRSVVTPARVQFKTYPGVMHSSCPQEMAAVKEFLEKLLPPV
PAFAH1B3 FP inh: PAFAH1B3 enzyme inhibitors, primary screen, biochemical, fluorescence polarization, human; recombinant PAFAH1B3, FP-rhodamine probe; Platelet-activating factor acetylhydrolase IB subunit alpha1 (Homo sapiens), Q15102; hit rate 0.28% among 340,000; inhibition, % at 3.39 µM;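 active = inhibition above the screen-wide average of all tested compounds plus 3 SD, cut at about 25% in these data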;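 also: 0% = enzyme with DMSO only and 100% = wells lacking PAFAH1B3 protein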
Target sequence (Q15102 whole entry, looked up): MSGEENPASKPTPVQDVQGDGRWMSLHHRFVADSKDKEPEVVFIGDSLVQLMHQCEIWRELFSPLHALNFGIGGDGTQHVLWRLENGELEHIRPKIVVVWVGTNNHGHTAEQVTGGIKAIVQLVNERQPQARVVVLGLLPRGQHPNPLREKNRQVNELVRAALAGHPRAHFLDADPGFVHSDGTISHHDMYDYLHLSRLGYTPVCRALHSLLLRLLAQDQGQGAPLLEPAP
pPAFAH inh: pPAFAH enzyme inhibitors, primary screen, biochemical, fluorescence polarization, human; Platelet-activating factor acetylhydrolase (Homo sapiens), Q13093; recombinant pPAFAH, FP-rhodamine probe fluorescence polarization; inhibition, % at 3.39 µM; hit rate 1.5% among 330,000; AID 463082, 2010;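 active = inhibition above the mean inhibition across the screen plus 3 SD, cut at about 25% in these data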;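 also: inhibitors block binding of the rhodamine activity-based probe so polarization drops; 0% = enzyme with DMSO and 100% = wells lacking pPAFAH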
LYPLA1 inh: LYPLA1 inhibitors, primary screen, counter-screen for PME1 inhibitor project, biochemical, fluorescence polarization, FP-Rh probe ABPP; hit rate 0.16% among 320,000; Acyl-protein thioesterase 1 (Homo sapiens), O75608; recombinant LYPLA1; inhibition, % at 5.9 µM; AID 2174, 2009;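 active = inhibition above the mean of all tested compounds plus 3 SD, set per campaign, cut at about 14% in these data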;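 also: inhibitors block serine hydrolase probe labeling of LYPLA1 so polarization falls; 0% = enzyme with DMSO and 100% = wells lacking LYPLA1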
Target sequence (O75608 whole entry, looked up): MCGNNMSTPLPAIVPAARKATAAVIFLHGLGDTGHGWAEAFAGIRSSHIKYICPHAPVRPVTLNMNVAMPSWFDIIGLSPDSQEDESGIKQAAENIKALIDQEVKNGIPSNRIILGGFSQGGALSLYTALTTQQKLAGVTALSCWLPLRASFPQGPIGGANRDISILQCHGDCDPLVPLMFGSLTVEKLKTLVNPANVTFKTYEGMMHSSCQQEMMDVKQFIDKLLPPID
PAFAH1B2 FP inh: PAFAH1B2 enzyme inhibitors, primary screen, biochemical, fluorescence polarization, human; Platelet-activating factor acetylhydrolase IB subunit alpha2 (Homo sapiens), P68402; recombinant PAFAH1B2, FP-rhodamine activity probe; inhibition, % at 3.39 µM; hit rate 1.2% among 340,000;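 active = inhibition above the mean of all tested compounds plus 3 SD, cut at about 24% in these data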;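 also: 0% = enzyme with DMSO and 100% = wells lacking PAFAH1B2; many of its hits are not listed in these tables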
PAFAH2 FP inh: PAFAH2 enzyme inhibitors, primary screen, biochemical, fluorescence polarization, human | Platelet-activating factor acetylhydrolase 2, cytoplasmic (Homo sapiens), Q99487 | recombinant PAFAH2, FP-rhodamine activity probe | inhibition, % at 3.39 µM | hit rate 0.99% among 340,000 | AID 492956, 2010;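 active = inhibition above the mean over all tested compounds plus 3 SD, cut at about 30% in these data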;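 also: inhibitors block probe labeling of enzyme so polarization drops; 0% = enzyme with DMSO and 100% = wells lacking PAFAH2 protein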
EBNA-1 inh: EBNA-1 DNA-binding inhibitors, primary screen, biochemical, fluorescence polarization | inhibition, % at 14.8 µM | hit rate 0.34% among 300,000; in the data active = inhibition above about 28%
* hit, by the source's call; nt = no result given. A portion of the library; count on the stated rates, not on these rows.

smiles,PREPL inhibitor,ZTA DNA inh,LYPLA2 counter,PAFAH1B3 FP inh,pPAFAH inh,LYPLA1 inh,PAFAH1B2 FP inh,PAFAH2 FP inh,EBNA-1 inh
O/N=C/c1cc(Br)ccc1OCc1ccc(F)cc1,-28,-15,9,-3,14,-2,-3,-5,-7
O=C(NCc1ccco1)c1ccc(S(=O)(=O)c2cccc(S(=O)(=O)N3CCOCC3)c2)cc1,13,-12,12,2,-1,2,4,-2,-14
N#Cc1ccc(C(=O)NC(=S)NC2CCCCC2)cc1,6,nt,nt,6,5,nt,-2,0,nt
Cc1ccc2cc3cc(C(=O)NC4CC4)oc3nc2c1,-6,2,3,4,-1,2,-1,3,4
O=C(NCc1ccc2c(c1)OCO2)C1CC(=O)N(c2ccc(O)cc2)C1 (stereo unspecified),0,8,1,-3,0,1,-4,-2,-3
CN(C)CCCOC(=O)c1sc2ccccc2c1Cl,0,7,-5,9,-2,-2,-3,5,2
COc1cc(C(=O)NCCCNc2nc3cc(C)c(C)cc3cc2C#N)cc(OC)c1OC,-5,-4,0,0,0,-2,2,1,0
O=c1c2c(-c3ccc([N+](=O)[O-])cc3)csc2nc2n1CCCCC2,10,4,-3,1,-1,0,-1,-8,-1
Cc1ccc2nc(N3CCN(C(=O)c4ccco4)CC3)c3nncn3c2c1,7,-11,4,5,4,3,-2,-6,-3
CCCCN(C(=O)C1=NN(c2cc(C)ccc2C)C(=O)CC1)c1c(N)n(CCC)c(=O)[nH]c1=O,0,8,1,8,1,-1,11,0,nt
COc1ccc(NC(=O)c2nn(C)c3c2CS(=O)(=O)c2ccccc2-3)cc1,-6,19,2,11,1,-1,3,0,11
COc1ccc(-c2nc(CN(CC3CCC(=O)N3)C(C)C)c(C)o2)c(C)c1C (stereo unspecified),28,10,-7,6,7,-3,7,15,0
Cc1cc(C)c2c(=O)n(CC(=O)Nc3ccc(Br)c(C)c3)sc2n1,-4,2,6,-2,4,2,4,2,4
CN(C)c1ccc(CNCCC(Cc2ccccc2)c2ccco2)cc1 (stereo unspecified),-9,-15,2,0,8,2,3,-1,-5
O=C(/C=C/c1ccc(F)cc1)NC(=S)N1CCCCC1c1cccnc1 (stereo unspecified),-5,-8,0,10,1,2,3,-12,-12
COc1ccc(N(CC(=O)Nc2ccccc2F)S(=O)(=O)c2ccc(OC)c(OC)c2)cc1,-52,-16,4,5,3,0,-4,6,1
O=C(Nc1ccc(Br)cc1)C1CC(c2c(F)cccc2Cl)=NO1 (stereo unspecified),-5,-8,-8,7,-4,-2,3,-11,-14
CC(C)(C)N(Cc1ccccc1)C(=O)CN1C(=O)c2ccccc2S1(=O)=O,1,nt,nt,11,0,nt,15,3,nt
CCOC(=O)N1CCN(C(=O)c2c[nH]c3ccc(S(=O)(=O)N(C)c4ccc(F)cc4)cc3c2=O)CC1,-5,-10,-5,-2,5,-5,1,0,-1
O=C(Nc1ncc(Cc2cccc(Cl)c2)s1)C1=NCCN1,9,-4,-1,5,5,-3,8,5,-6
Cc1ccc(-c2cc(-c3ccc(C)cc3O)[nH]n2)cc1,9,-22,-6,4,-8,-9,-3,-7,-18
Cc1nc2sc(-c3ccccc3)cc2c(=O)n1N,-61,6,6,3,1,-4,3,-4,-10
COc1ccc(-c2nnc(SCC(=O)N3CCN(c4ccccc4)CC3)o2)cc1OC,-13,3,-1,7,-7,1,-1,-1,0
O=C(CS(=O)(=O)Cc1ccccc1)Nc1ccc(Br)cc1F,-31,-4,1,-6,5,-1,2,-3,15
COc1ccc2[nH]cc(C(=O)CCl)c2c1,12,-12,4,5,4,2,8,3,3
Oc1ccc(/C=N/NC(=S)N/N=C/c2ccc(O)cc2)cc1,10,-2,0,4,7,-5,3,6,6
CC(C)(C)C1CCC(OC(=O)C[N+]2(C)CCCC2)CC1 (stereo unspecified),2,10,-1,-2,6,0,2,-4,3
Nc1cc(=O)[nH]c(SCC(=O)Nc2cccc(Cl)c2Cl)n1,-13,1,6,5,5,0,-2,6,7
COc1cc(C(=O)N[C@@H](Cc2c[nH]c3ccccc23)C(=O)O)cc(OC)c1OC,0,19,10,-1,1,0,9,3,10
COC(=O)c1ccccc1NC(=O)c1ccc(Cn2cc(Cl)cn2)o1,-3,-1,-2,-2,6,-1,4,-9,-5
CCc1ccc(C(=O)NC(=S)Nc2ccccc2N2CCOCC2)cc1,-2,7,-1,-2,4,-5,-3,1,0
CC1CCCC(C)N1C(=O)COC(=O)CNC(=O)C12CC3CC(CC(C3)C1)C2 (stereo unspecified),1,-8,8,5,-1,2,11,6,1
CCCc1ccc2oc(C(=O)N(C)CCn3ccnc3C)c(C)c2c1,14,3,3,6,11,6,4,4,5
O=C(N/N=C/c1ccc(-c2cccc([N+](=O)[O-])c2)o1)[C@H]1C[C@@H]1c1ccccc1,16,-12,-7,-3,6,-8,11,-7,-3
Cn1cc(Br)c(C(=O)N2CCN(c3cccc(Cl)c3)CC2)n1,3,8,0,16,-6,3,4,6,-1
Cc1ccc(C2NC(=O)c3c(sc4c3CCN(C)C4)N2)s1 (stereo unspecified),12,22,1,-1,7,-2,2,5,8
COc1ccccc1NCCC(=O)OCC(=O)NC1CC1,-3,3,2,4,4,2,-4,0,9
COc1ccc(CNC(=O)[C@H](C)NC(=O)C2CC(=O)N(c3ccc4c(c3)OCO4)C2)cc1 (stereo partly specified),11,-12,-2,-1,6,2,2,-9,13
CCOC(=O)[C@@H]1[C@H]2COc3ccccc3[C@@H]2N2C(=O)N(c3cccc(Cl)c3)C(=O)[C@]12C,-31,11,4,5,-1,0,0,-3,8
O=C(OCC1CC(c2ccccc2)=NO1)c1ccc(Cl)cc1 (stereo unspecified),1,-17,6,3,6,1,2,18,-2

(continued)
structure	PREPL inhibitor	ZTA DNA inh	LYPLA2 counter	PAFAH1B3 FP inh	pPAFAH inh	LYPLA1 inh	PAFAH1B2 FP inh	PAFAH2 FP inh	EBNA-1 inh
O=C(CN(CC1CCCO1)S(=O)(=O)c1ccc(S(=O)(=O)NC2CC2)cc1)Nc1ccccc1 (stereo unspecified)	-11	13	2	1	13	3	6	-1	-2
CC1CCN(C(=O)CCNC(=O)Cn2cnc3sc4c(c3c2=O)CCCC4)CC1	18	9	-2	1	3	-4	5	16	15
CCOC(=O)CN1C(=O)S/C(=C\c2ccc(-c3cccc(C(=O)O)c3C)o2)C1=O	6	4	-4	nt	9	0	nt	nt	5
C/C(=N\Nc1cc(C)nc(-c2ccccc2)n1)c1cccc([N+](=O)[O-])c1	5	-11	-15	3	4	-9	0	2	-23
Cc1ccc(C(=O)COC(=O)CCN2C(=O)C3C4CCC(C4)C3C2=O)cc1[N+](=O)[O-] (stereo unspecified)	-4	-11	6	1	4	2	7	5	10
O=C(COC(=O)C1CCN(S(=O)(=O)c2cccs2)CC1)NCc1ccc(F)cc1	-2	4	0	9	10	-2	22	-5	5
CCOC(=O)C1=C(C)Nc2ccccc2N=C1NC(=O)c1cccc(S(=O)(=O)N(C)C)c1	-1	15	0	3	-5	1	7	-4	1
COc1ccc(CCNCC(=O)Nc2ccc(C(=O)N3CCCCC3)cc2)cc1	6	-2	10	-1	3	5	-1	2	4
S=C(Nc1ccccc1)Nc1ccc(OCc2ccccc2)cc1	-1	2	-3	0	-6	-2	4	0	6
Cc1[nH][nH]c(=O)c1C=NCc1ccc(Cl)cc1	-2	0	-8	6	5	-6	12	4	5
COc1ccc(Cl)cc1NC(=S)N(Cc1ccccc1C)CC1CCC(C(=O)O)CC1 (stereo unspecified)	8	6	2	7	2	-3	4	-5	1
CCN(Cc1ccncc1)C(=O)CC1C(=O)NCCN1Cc1ccc(F)c(F)c1 (stereo unspecified)	4	-11	-6	2	6	1	-2	-2	-14
O=C(N/N=C/c1ccc(N2CCOCC2)cc1)C1CC1	-2	1	-5	1	-1	-1	2	5	-1
c1ccc2c(-c3nnc4n3CCCCC4)c[nH]c2c1	10	-8	-1	3	-6	-3	1	-9	-3
FC(F)Sc1ccc(NC(=S)NC2CCC(NC(=S)Nc3ccc(SC(F)F)cc3)CC2)cc1 (stereo unspecified)	7	13	0	3	-13	-1	1	-2	-3
Cc1ccc(NC(=O)CN2C(=O)c3ccccc3S2(=O)=O)cc1C	-2	-4	2	6	-3	0	-3	-18	-1
CCOCCCNC(=O)Cc1ccc(OC)c(OC)c1	4	15	-7	6	-9	-5	4	-10	-3
CCC(C(=O)OCC(=O)Nc1c(C)n(C)n(-c2ccccc2)c1=O)c1ccccc1 (stereo unspecified)	6	0	3	3	7	4	8	0	2
COc1ccc(CCC(=O)Nc2ncc(C)s2)cc1	15	-7	2	7	7	2	7	-8	-2
CN(C(=O)CSc1nc2ccc(Br)cc2c(=O)n1Cc1ccco1)C1CCS(=O)(=O)C1 (stereo unspecified)	0	-9	0	8	5	3	5	-1	-11

Entries above with a nitro group on carbon (4):
structure	PREPL inhibitor	ZTA DNA inh	LYPLA2 counter	PAFAH1B3 FP inh	pPAFAH inh	LYPLA1 inh	PAFAH1B2 FP inh	PAFAH2 FP inh	EBNA-1 inh
O=c1c2c(-c3ccc([N+](=O)[O-])cc3)csc2nc2n1CCCCC2	10	4	-3	1	-1	0	-1	-8	-1
O=C(N/N=C/c1ccc(-c2cccc([N+](=O)[O-])c2)o1)[C@H]1C[C@@H]1c1ccccc1	16	-12	-7	-3	6	-8	11	-7	-3
C/C(=N\Nc1cc(C)nc(-c2ccccc2)n1)c1cccc([N+](=O)[O-])c1	5	-11	-15	3	4	-9	0	2	-23
Cc1ccc(C(=O)COC(=O)CCN2C(=O)C3C4CCC(C4)C3C2=O)cc1[N+](=O)[O-] (stereo unspecified)	-4	-11	6	1	4	2	7	5	10

Compound activity deposited in PubChem BioAssay by The Scripps Research Institute Molecular Screening Center.
